EWS-Fli block – EWS/Fli transcriptional activity inhibition. 0.67% of 350,000 active. AID 651661. A673 NR0B1-luciferase reporter, viability-normalised. inhibition, % at 12.6 µM;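 active means mean inhibition of at least 50% after viability correction, with every replicate also passing that limit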;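 further: firefly luciferase signal divided by Alamar Blue viability fluorescence both relative to DMSO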
esBAF inh – blocks esBAF chromatin remodeling in mouse ES cells; Bmi1-luciferase knock-in reporter, 24 h; 100% = twice the neutral-well signal; reporter increase, % at 12.5 µM; 2% of 350,000 active; in the data active means activation above about 40%;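 further: 0% = median of the plate's neutral control wells and 100% = double that signal; a rise in the Bmi1 reporter signal indicates esBAF inhibition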
FN deposit inh – fibronectin deposition inhibition; AH1F fibroblasts, Alexa488-fibronectin deposition fluorescence, overnight; inhibition, % at 12.6 µM; 0.086% of 350,000 active; AID 743247;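 active means mean inhibition across replicates of 30% or more, regardless of how many single replicates reach that level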;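 further: positive control wells lacked labelled fibronectin entirely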
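Material: AH1F fibroblast monolayer depositing Alexa488-labelled fibronectin into matrix | Input: 10000 AH1F cells/well | Medium: DMEM plus 2% serum, read in PBS | Reagent: Alexa488-fibronectin, 24 nM final in well | Compound dosing: One dose per compound, pinned | Schedule: 1 h adhesion, overnight exposure | Measured by: Fluorescence at 485 nm excitation, 525 nm emission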
RAD54 branch – blocks human RAD54 Holliday junction branch migration; Q92698; FAM/BHQ fluorescence; inhibition, % at 10.4 µM; 0.14% of 360,000 active;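 active means mean normalized replicate activity at least 40 and at least half of replicates scoring 40 or more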;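 further: 0% = median of neutral control wells and 100% = median of positive control wells; inhibitors cause a drop in the FAM fluorescence signal; in these data hits start at about 50%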
Target sequence (Q92698 whole entry, looked up): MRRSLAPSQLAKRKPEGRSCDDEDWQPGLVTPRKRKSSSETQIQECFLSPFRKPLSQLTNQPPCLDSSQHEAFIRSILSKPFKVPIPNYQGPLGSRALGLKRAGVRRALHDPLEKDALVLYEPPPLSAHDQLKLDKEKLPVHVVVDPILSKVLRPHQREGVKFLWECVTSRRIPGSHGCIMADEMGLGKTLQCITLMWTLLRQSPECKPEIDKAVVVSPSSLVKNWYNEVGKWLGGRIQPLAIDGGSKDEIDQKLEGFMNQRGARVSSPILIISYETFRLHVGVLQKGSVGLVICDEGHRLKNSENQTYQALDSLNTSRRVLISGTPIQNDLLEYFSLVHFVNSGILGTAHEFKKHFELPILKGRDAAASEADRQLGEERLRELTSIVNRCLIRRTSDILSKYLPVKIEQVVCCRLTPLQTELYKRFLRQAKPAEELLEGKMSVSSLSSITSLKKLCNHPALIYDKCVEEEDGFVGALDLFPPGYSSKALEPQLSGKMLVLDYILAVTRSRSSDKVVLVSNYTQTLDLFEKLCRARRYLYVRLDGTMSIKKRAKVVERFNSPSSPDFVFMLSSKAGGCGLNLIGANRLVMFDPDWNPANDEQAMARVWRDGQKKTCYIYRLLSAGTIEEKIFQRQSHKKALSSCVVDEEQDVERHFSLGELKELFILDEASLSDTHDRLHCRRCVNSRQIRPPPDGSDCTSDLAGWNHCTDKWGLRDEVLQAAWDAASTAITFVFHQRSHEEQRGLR
E-selectin induc – induces E-selectin expression in human endothelial cells | P16581 | AID 686992 | 0.37% of 260,000 active | activation, % at 7.58 µM | HUVEC E-selectin immunofluorescence imaging; normalized: neutral wells 0, TNF-alpha wells 100;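 active means mean E-selectin-positive cell signal at least 10% of the positive control, reached in at least 60% of replicates, without over 20% cell loss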;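 further: in these data hits start at about 27%; measured in HUVEC primary endothelial cells; signal is the percent of cells scored E-selectin positive by PE staining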
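Assay system: HUVEC primary endothelial cells. Input: 3,000 HUVEC seeded per well. Doses: one compound dose added by pin transfer. Read-out basis: % PE-positive cells. Benchmarks: TNF-alpha high, DMSO low. Detection: immunofluorescence imaging. Buffer or medium: EGM-2, gelatin.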
Xi reactivation – reactivates the inactive X chromosome in mouse fibroblasts; activation, % at 7.58 µM; 0.055% of 360,000 active; XiGFP mouse fibroblasts, % GFP-positive cells imaging, 3 d; cells co-treated with 5-aza-dC sensitizer; scaled so ellipticine positive control = 100%;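 active means mean normalized replicate activation at least 10% and every replicate at or above 10%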;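 further: 0% = median of on-plate neutral control wells and 100% = ellipticine 6 µM median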
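assay system = SV40-immortalized XiGFP fibroblast cells, line 68-5-11 | buffer or medium = DMEM plus 5-aza-dC sensitizer | doses = single-point pinned compound dosing | times = 3-day compound exposure, then 15 min fixation at room temperature | benchmarks = positive control ellipticine, 6 µM final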
S100A4 MyoIIA – S100A4-myosin IIA interaction inhibition; P26447; S100A4/TAMRA-MyoIIA peptide fluorescence polarization; inhibition, % at 10.7 µM; 0.14% of 360,000 active; AID 652163;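 active means mean inhibition of at least 70% across replicates, with every replicate also reaching that level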
Target sequence (P26447 whole entry, looked up): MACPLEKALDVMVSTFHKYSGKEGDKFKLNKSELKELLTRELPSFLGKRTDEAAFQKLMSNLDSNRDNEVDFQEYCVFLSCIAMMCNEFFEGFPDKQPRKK
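Test system – S100A4 monomer (human) · Compound – single-point compound testing · Schedule – 5 min incubation before reading · Probe or stimulus – TAMRA-labelled myosin IIA heavy-chain peptide probe, 5 nM · Benchmarks – neutral control DMSO, positive control TFP · Medium – Calcium-containing HEPES buffer, pH 7.2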
RAD52 anneal inh – blocks human RAD52 DNA annealing; inhibition, % at 18.7 µM; 0.46% of 360,000 active; P43351; recombinant RAD52 DNA annealing, FRET fluorescence;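 active means every replicate showing at least 50% inhibition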
Starred values were filed as active, the others as inactive; x = no result given.

SMILES	EWS-Fli block	esBAF inh	FN deposit inh	RAD54 branch	E-selectin induc	Xi reactivation	S100A4 MyoIIA	RAD52 anneal inh
C[C@@H]1CN([C@H](C)CO)C(=O)CCCn2cc(nn2)CO[C@@H]1CN(C)C(=O)c1ccc(N2CCN(C)CC2)cc1	7	-4	2	x	-0.2	0.3	x	x
Cc1noc(C)c1S(=O)(=O)Nc1ccc2c(c1)C(=O)N([C@@H](C)CO)C[C@H](C)[C@@H](CN(C)C(=O)Nc1ccc3c(c1)OCO3)OCCCC[C@H](C)O2	2	-2	x	12	-0.3	-0.2	-9	-2
O=C(NC1CC1)c1ccc(-n2cccc2)cc1	-9	x	4	x	5.1	-0.1	3	-110
COc1ccc(C)cc1Nc1n[n+](-c2ccccc2)c(-c2ccc(NC(C)=O)cc2)s1	-12	-3	-11	3	0.0	0.0	x	x
C[C@H](CO)N1C[C@H](C)[C@@H](CN(C)C(=O)Nc2ccccc2)Oc2c(NC(=O)c3cnccn3)cccc2C1=O	2	-1	x	-12	1.2	-0.1	-1	7
CCn1c(C2CC(=O)N(c3ccc(C)c(C)c3)C2)nc2ccccc21 (stereo unspecified)	3	9	4	5	x	0.0	-4	-5
COC(=O)c1cc(CNC(=O)Cc2ccsc2)ccc1OC	-2	-5	0	-6	0.1	0.0	-5	-11
CCOC(=O)C1(C)CCCN(C(=O)c2c(F)cccc2F)C1 (stereo unspecified)	-2	2	1	3	1.3	0.0	-6	-6
COCC(=O)N(C)C[C@@H]1Oc2cc(C#CCC3CCCC3)ccc2S(=O)(=O)N([C@@H](C)CO)C[C@H]1C	9	4	x	-2	0.0	0.0	4	-6
O=C(Nc1ccccc1F)N1C[C@@H]2[C@H](c3ccccc31)[C@@H](CO)N2C(=O)C1CCCC1	-40	23	10	-13	-0.1	0.0	129*	10
COc1cccc(/C=N/Nc2cc(-n3nc(C)cc3-c3ccccc3)ncn2)c1O	x	-55	-1	6	-0.1	0.0	x	x
c1ccc(CN2CCC(N=C3NN=C(c4ccc5c(c4)OCCO5)CS3)CC2)cc1	-27	x	-2	x	x	0.0	2	-5
O=C(c1ccccc1Br)N1CCN(c2ncccn2)CC1	-5	-2	3	-13	0.0	0.0	2	-3
Nc1cc(SCc2ccc(Cl)cc2Cl)ncn1	3	x	7	-5	-0.3	0.1	-3	0
Cc1ccc2c(c1)C(=O)N1[C@H]3c4cc(C)ccc4OC[C@@H]3[C@H](c3ccccc3)[C@]1(C)C(=O)N2	49	2	3	-7	0.3	0.0	-3	-13
O=C(OCc1cn([C@H]2CN(CC3CCCCC3)[C@@H](c3ccccc3)C[C@@H]2O)nn1)c1ccccc1	-5	-7	x	2	-0.2	0.0	2	0
COCCn1c(SCC(=O)N2CCCCCC2)nnc1-c1ccco1	0	4	-2	-14	x	0.0	-5	-24
CNC(=O)COc1ccc2oc3c(c2c1)CCCC3	-36	23	7	-4	0.5	0.2	1	-7
O=C(N/C(=C\c1ccc2c(c1)OCO2)C(=O)N1CCOCC1)c1ccccc1Br	-3	-7	-18	0	x	0.1	39	-4
C[C@@H]1CN([C@H](C)CO)C(=O)c2cccc(NS(=O)(=O)c3ccc(F)cc3)c2O[C@@H]1CN(C)Cc1ccccc1	-5	2	x	6	0.3	0.0	1	8
CCNC(=O)CC1S/C(=N/N=C(\C)c2ccccc2)NC1=O (stereo unspecified)	-6	x	x	x	x	0.1	-6	-5
CCN(CC(=O)Nc1ccccc1C(F)(F)F)C(=O)CCOc1ccccc1C	5	-2	7	4	-0.7	0.0	9	-12
CCOC(=O)c1c(C)[nH]c(/C(C)=N/NC(=O)c2cccnc2)c1C	-17	16	12	3	-0.2	0.0	12	-12
CC1OC(C(C)(C)C)CC2=C1C(=O)OC(C)(C)O2 (stereo unspecified)	-8	x	2	x	0.0	0.0	-4	-8
O=C(C[C@H]1CC[C@H](NC(=O)CC2CC2)[C@H](CO)O1)NCc1ccc(Cl)cc1	-28	2	x	9	-0.1	0.5	-58	3
Other results follow.
SMILES	EWS-Fli block	esBAF inh	FN deposit inh	RAD54 branch	E-selectin induc	Xi reactivation	S100A4 MyoIIA	RAD52 anneal inh
Cc1ccc(NS(=O)(=O)c2ccc(C(=O)NCCN3CCOCC3)cc2)cc1	1	-3	-3	4	-0.5	0.2	-11	-7
C[C@@H]1CN([C@H](C)CO)C(=O)Cc2cc(NC(=O)Cn3cnnn3)ccc2O[C@@H]1CN(C)S(=O)(=O)c1ccccc1	-8	2	x	15	-0.3	0.1	6	4
COc1ccc2nc3n(c(=O)c2c1)-c1ncccc1C(=O)NC3Cc1ccccc1 (stereo unspecified)	-10	-3	-6	5	-0.1	0.9	-3	-6
CCOC(=O)N1CCN(C(=O)COc2ccccc2[N+](=O)[O-])CC1	-8	x	4	x	-0.1	0.4	-13	0
O=C(NCc1ccc(F)cc1)[C@H]1[C@H](CO)[C@H]2Cn3c(cccc3=O)[C@H]2N1CC1CC1	8	0	x	9	-0.1	0.0	12	9
CC(=O)N1CCN(C(=O)c2ccc(Cl)c(NC(=O)c3cccs3)c2)CC1	4	-1	8	x	-0.2	0.5	0	-13
O=[N+]([O-])c1cccc(CON=Cc2ccccc2O)c1	12	x	11	3	-1.1	0.3	-2	-10
O=C(Cn1cnc([N+](=O)[O-])n1)N/N=C/c1ccc(O)cc1O	-1	x	-8	x	x	0.1	-3	-29
C/C=C/c1ccc2c(c1)O[C@H](CN(C)C(=O)Cc1ccccn1)[C@H](C)CN([C@@H](C)CO)S2(=O)=O	-6	-6	4	5	-2.2	-0.7	64	13
CC(=O)C[C@H](O)CC(=O)[C@H]1OC(=O)CCCCCCCc2ccccc21	-9	8	-8	-7	-0.1	0.0	x	x
O=C(c1ccc(Cl)cc1)C1CCN(Cc2ccccc2)CC1	2	-4	2	-9	x	0.0	-4	-24
Cn1ccc2cc(-c3csc(N4CCC(C(N)=O)CC4)n3)ccc21	0	-7	-3	-10	1.3	0.1	x	x
CC1=C(N2CCOCC2)CCC1=O	-2	-4	7	-5	-0.1	0.1	85*	-2
NC(=S)NN=C(c1ccc(Br)cc1)C1CC1	13	-4	-6	5	0.0	0.0	-2	-5
C[C@@H]1CN([C@H](C)CO)C(=O)c2cc(NC(=O)Nc3ccccc3)ccc2O[C@@H]1CN(C)Cc1ccc(C(=O)O)cc1	-15	-1	x	-8	0.4	-0.1	-3	-7
O=C(N[C@@H]1C=C[C@@H](CC(=O)N2CCN(c3ccccc3)CC2)O[C@@H]1CO)c1ccncc1	-2	0	x	-11	0.8	0.1	2	0
C[C@H]1CN([C@@H](C)CO)C(=O)CCCn2nncc2CO[C@@H]1CN(C)C(=O)Nc1cccc(C(F)(F)F)c1	0	-1	0	7	0.1	0.4	-19	9
CCC(=O)N1[C@@H](CO)[C@@H](c2ccccc2)[C@@H]1CNC(=O)CN1CCOCC1	0	7	-18	5	0.0	0.0	4	-7
COc1ccc(-c2cc(C(=O)NCCCN3CCOCC3)no2)cc1	-3	-13	3	6	-0.1	0.0	13	2
CCOc1ccc(C2NC(=O)c3ccccc3O2)cc1OC (stereo unspecified)	-1	5	-3	4	0.0	0.3	-1	-21
Cn1c(-c2cccc([N+](=O)[O-])c2)[n+](C)c2ccccc21	-15	x	-1	x	4.2	0.0	-13	-3
O=C(CSC(=S)N1CCCC1)NCCc1ccccc1	-2	3	7	2	x	0.0	0	-2
O=C(N[C@H]1C=C[C@H](CC(=O)N2CCOCC2)O[C@H]1CO)c1ccccn1	3	6	-1	-4	-0.1	0.7	4	-3
CCn1ccnc1CN1CCCC(C(=O)c2ccc3c4c(cccc24)CC3)C1 (stereo unspecified)	13	-10	0	4	-0.9	0.8	-4	-7
O=C1NC(=O)C(c2ccccc2)(c2ccc(O)cc2)N1 (stereo unspecified)	2	0	2	-13	0.4	0.3	-3	-9
Other results follow:
SMILES	EWS-Fli block	esBAF inh	FN deposit inh	RAD54 branch	E-selectin induc	Xi reactivation	S100A4 MyoIIA	RAD52 anneal inh
O=C(NC1CCCCC1)N[C@@H]1CC[C@H](CC(=O)N2CCOCC2)O[C@H]1CO	-4	0	2	5	-0.3	-0.1	-12	-2
Cc1ccc(CCNC(=O)CS(=O)Cc2nc(-c3ccccc3F)oc2C)cc1 (stereo unspecified)	x	x	-6	x	x	-0.1	18	-19
CCOC(=O)C1=CCN(S(=O)(=O)c2ccc(C)cc2)C1c1cccc(C)c1 (stereo unspecified)	-7	-4	-13	5	-0.1	0.0	2	-6
CCOc1cc(/C=C/c2cc(C(=O)O)c3ccccc3n2)ccc1OC	-36	x	4	x	6.0	0.0	1	-104
C[C@H](CO)N1C[C@H](C)[C@H](CN(C)C(=O)Cc2ccncc2)Oc2ncc(C#CC3(O)CCCC3)cc2C1=O	3	-10	x	0	-0.1	0.8	-22	-15
CC(C)(C)C(=O)Nc1sc(-c2ccccc2)cc1C(=O)O	-135	x	-6	-5	0.0	0.0	-6	-10
N#C[C@@H]1[C@@H](c2ccccc2C2=CCCCC2)[C@@H](CO)N1C(=O)CN1CCOCC1	-2	x	1	x	0.1	0.0	-1	-6
CC1CCC(NC(=O)CN2C(=O)c3cccnc3Oc3ccc(Cl)cc32)CC1 (stereo unspecified)	x	x	0	x	0.1	0.0	-6	-19
CO[C@H]1CN(C)C(=O)c2cc(NC(=O)NC(C)C)ccc2OC[C@H](C)N(Cc2ccccn2)C[C@H]1C	-2	-3	-4	7	-0.4	0.0	0	5
Cc1noc(C)c1NC(=O)N(C)C[C@H]1Oc2ncc(C#CC(C)C)cc2C(=O)N([C@H](C)CO)C[C@@H]1C	-6	3	-3	3	1.3	-0.7	3	11
O=C(CCc1nnc(CCCCc2ccccc2)o1)N(CCO)Cc1ccccc1	-1	-3	x	6	x	0.3	3	-6
CC(NC(=O)c1ccc(S(=O)(=O)NCc2ccco2)cc1)c1ccc(F)cc1 (stereo unspecified)	13	-2	-1	x	x	0.0	-1	-18
CN(C1CCCCC1)S(=O)(=O)c1ccc(S(=O)(=O)N(CC(=O)Nc2ccccc2)C2CC2)cc1	6	-3	-13	-20	-0.6	0.0	0	-8
O=C(C1CCC1)N1CCCCN2[C@H](CO)[C@@H](c3ccc(-c4cccc(F)c4)cc3)[C@H]2C1	0	-6	x	-3	x	x	-1	12

A different layout for 4 compounds above.
CCOc1cc(/C=C/c2cc(C(=O)O)c3ccccc3n2)ccc1OC
  EWS-Fli block: -36; esBAF inh: x; FN deposit inh: 4; RAD54 branch: x; E-selectin induc: 6.0; Xi reactivation: 0.0; S100A4 MyoIIA: 1; RAD52 anneal inh: -104
C[C@H](CO)N1C[C@H](C)[C@H](CN(C)C(=O)Cc2ccncc2)Oc2ncc(C#CC3(O)CCCC3)cc2C1=O
  EWS-Fli block: 3; esBAF inh: -10; FN deposit inh: x; RAD54 branch: 0; E-selectin induc: -0.1; Xi reactivation: 0.8; S100A4 MyoIIA: -22; RAD52 anneal inh: -15
CC(C)(C)C(=O)Nc1sc(-c2ccccc2)cc1C(=O)O
  EWS-Fli block: -135; esBAF inh: x; FN deposit inh: -6; RAD54 branch: -5; E-selectin induc: 0.0; Xi reactivation: 0.0; S100A4 MyoIIA: -6; RAD52 anneal inh: -10
N#C[C@@H]1[C@@H](c2ccccc2C2=CCCCC2)[C@@H](CO)N1C(=O)CN1CCOCC1
  EWS-Fli block: -2; esBAF inh: x; FN deposit inh: 1; RAD54 branch: x; E-selectin induc: 0.1; Xi reactivation: 0.0; S100A4 MyoIIA: -1; RAD52 anneal inh: -6
